Source: PubChem
HT1080 IDH1KD tx: HT-1080 IDH1 knockdown cell toxicity (counter line); 2% of 360,000 active; HT-1080 IDH1 knockdown viability, ATP luminescence, 48 h; Potency, µM (titrated, usually from 46.1 µM), inactives show top-dose activity, negative = toxicity, actives largely listed as cytotoxic;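 note: potency is the fitted concentration of half-maximal effect; 0% = DMSO wells and -100% = cell-free medium wells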
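IDH1KD HT-1080 cells, 750/well, RPMI + 5% FBS; compound pinned after 2 h settling; 48 h, 37 °C; CellTiter-Glo luminescence; % activity normalised to DMSO and no-cell wells; curves fitted, classed by r2 and efficacy.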
KB-V1 MDR tox: kills drug-selected multidrug resistant KB-V1 cells; KB-V1 MDR cells viability, CellTiter-Glo, 72 h; Potency, µM (titrated, usually from 46.1 µM), for inactives: at the highest dose activity change, negative = cytotoxicity, actives largely listed as cytotoxic; 3.4% of 400,000 active; note: potency is the fitted concentration of half-maximal effect; % is set by controls: 0 for no effect and ±100 for the full control effect; nearly all actives have a fitted effect of over 60% in size
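In this primary screen, KB-V1 cells overexpressing P-gp are incubated with library compounds (lowest to highest concentration) for 72 h at 37 degrees C before a luminescent ATP viability read.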
DRD3 agonist: agonists of human D3 dopamine receptor; P35462; D3R DiscoveRx beta-arrestin cells, luminescence, 90 min; max activation, %; 0.58% of 410,000 active; AID 652048; in the data active = max activation above about 30%; note: 0% is about no effect; mostly tested at two doses, the higher about 12 µM
Target sequence (P35462 whole entry, looked up): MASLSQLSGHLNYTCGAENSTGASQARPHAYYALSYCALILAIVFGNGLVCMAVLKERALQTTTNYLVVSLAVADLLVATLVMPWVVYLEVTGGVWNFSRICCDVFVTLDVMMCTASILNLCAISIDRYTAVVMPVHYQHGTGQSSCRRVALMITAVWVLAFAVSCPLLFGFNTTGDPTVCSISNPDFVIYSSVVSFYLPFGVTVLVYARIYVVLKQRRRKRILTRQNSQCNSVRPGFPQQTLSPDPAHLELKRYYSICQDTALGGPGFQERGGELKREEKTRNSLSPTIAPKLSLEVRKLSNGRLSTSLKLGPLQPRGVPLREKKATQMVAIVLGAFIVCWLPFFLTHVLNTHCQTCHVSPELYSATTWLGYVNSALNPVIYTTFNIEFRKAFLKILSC
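Agonist mode: compounds and dopamine controls were applied to plated cells for 90 min at 37 degrees C after an overnight attachment at 1500 cells/well. Luminescent read-out followed 30 - 60 minutes at room temperature with DiscoveRx detection reagent.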
KB-3-1 cytotox: kills parental KB-3-1 adenocarcinoma cells. Potency, µM (highest dose often 46.1 µM), inactives show at the highest dose activity change, negative = cytotoxic, usual class: cytotoxic. KB-3-1 viability, CellTiter-Glo ATP luminescence, 72 h. 1.4% of 400,000 active. AID 1347075; note: potency is the fitted concentration of half-maximal effect; % is set by controls: 0 for no effect and ±100 for the full control effect; nearly all actives have a fitted effect of over 60% in size
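Cells are dispensed, compounds pinned in, plates held at 37 °C for 72 h, then CellTiter-Glo is added and luminescence read after 10 minutes. Cell line: parental KB-3-1 in phenol-red-free DMEM, 10% FBS.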
GLP-1R agonist: agonists of human GLP-1 receptor; AID 624172; Potency, µM (series often up to 45.6 µM), inactives show top-dose activation, actives largely listed as activators; 0.007% of 380,000 active; P43220; HEK293 GLP-1R CRE-luciferase, luminescence, 4-6 h; cells express a hypersensitive GLP-1R form; note: potency is the fitted concentration of half-maximal effect; % of control where 0% means no effect
Target sequence (P43220 whole entry, looked up): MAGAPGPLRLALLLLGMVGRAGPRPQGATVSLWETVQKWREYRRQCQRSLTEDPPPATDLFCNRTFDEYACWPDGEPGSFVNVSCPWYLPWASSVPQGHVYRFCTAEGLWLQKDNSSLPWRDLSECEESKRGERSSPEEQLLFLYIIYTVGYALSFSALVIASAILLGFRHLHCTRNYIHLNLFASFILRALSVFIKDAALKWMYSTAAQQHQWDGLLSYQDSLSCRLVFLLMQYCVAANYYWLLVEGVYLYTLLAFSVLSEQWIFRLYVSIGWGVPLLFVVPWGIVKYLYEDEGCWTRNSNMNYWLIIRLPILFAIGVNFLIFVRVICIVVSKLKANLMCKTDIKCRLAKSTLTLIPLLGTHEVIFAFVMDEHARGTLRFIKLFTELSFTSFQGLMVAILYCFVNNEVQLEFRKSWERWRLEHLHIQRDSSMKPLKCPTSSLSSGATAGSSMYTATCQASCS
IL-1B inflam inh: inflammasome signaling inhibition, IL-1 beta readout. THP-1 LPS/ATP IL-1B secretion, AlphaLISA, 16 h; active compounds read low. activity change, % at 57.5 µM. 4.7% of 360,000 active. AID 743279; in the data active = activity change below about -50%; inconclusive = mostly about -30% to -49%; note: % is set by controls: 0 for no effect and ±100 for the full control effect
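THP-1 cells pretreated 1 hr with compounds (up to 57.5 uM final), then stimulated with LPS (250 ng/mL final) plus ATP (1.25 mM final); secreted IL-1B measured by AlphaLISA after 16 hr, decreased signal indicating inhibition.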
DRD3 antagonist: blocks the human D3 dopamine receptor; P35462; D3R cells, DiscoveRx beta-arrestin luminescence, antagonist mode; active compounds read low; max response, negative = inhibition, %; 2.5% of 360,000 active; AID 652054; in the data active = max response below about -50%; inconclusive = no clear call, values can overlap the other calls; note: % is set by controls: 0 for no effect and ±100 for the full control effect; mostly tested at two doses, the higher about 12 µM
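Cells plated overnight at 1500 cells/well, then exposed to library compounds with dopamine controls for 90 minutes at 37 degrees C. DiscoveRx reagent added for 30–60 minutes at room temperature; luminescence read, quantitative HTS format.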
SW480 rerep: induces DNA re-replication in SW480 colon adenocarcinoma cells | AID 624297 | Potency, µM (doses to about 46.1 µM), for inactives: top-dose re-replication activation, usual class: activators | SW480 DNA re-replication, Hoechst DNA content imaging, 48 h | 1.8% of 340,000 active; note: potency is the fitted concentration of half-maximal effect; % of control where 0% means no effect; nearly all actives have a fitted effect of over 55% in size
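Hoechst fluorescence of nuclei (405 nm excitation, 500-530 nm emission) measured by plate-scanning imager after 48 hr compound exposure at 37 C; re-replication scored as increased number of nuclei with elevated intensity.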
HT1080-NT tox: kills 2HG-producing HT-1080-NT fibrosarcoma cells. HT-1080-NT fibrosarcoma viability, CellTiter-Glo ATP luminescence, 48 h. Potency, µM (top dose mostly 46.1 µM), for the others: top-dose activity, negative = less viability, usual class: cytotoxic. 1.6% of 360,000 active;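 note: NT is the 2HG producing partner of a matched IDH1 knockdown line; potency is the fitted concentration of half-maximal effect; 0% = DMSO-treated cells and -100% = media-only wells without cells; nearly all actives have a fitted effect of over 55% in size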
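Read-out is CellTiter-Glo luminescence after 10 minutes at room temperature, following 48 hours' compound treatment of HT-1080-NT cells (750 cells/well, RPMI, 5% FBS, 37 degrees C).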
Active calls of the source: *; u = inconclusive; x = not tested or not shown; & = joins results of further samples; [ ] = dose if it differs, or a comment. Unless noted, calls come from the whole dose curve; as a rule, active = well fitted curve in the direction sought with a large enough effect; inconclusive = small, poorly fitted or top-dose-only effect, or another doubt; inactive = no such curve, though single readings can be large; an effect the other way counts as inactive or inconclusive. Rows were taken by chance; overall some 12% were active at least once.

Under each structure – HT1080 IDH1KD tx, KB-V1 MDR tox, DRD3 agonist, KB-3-1 cytotox, GLP-1R agonist, IL-1B inflam inh, DRD3 antagonist, SW480 rerep, HT1080-NT tox
CCOc1ccc(N(C(C)C(=O)NC(C)CC)S(C)(=O)=O)cc1 (stereo not given)
→ 1%, 11%, -3, 12%, -6%, -3, -4, -3%, 6%
CCN(CC)C(=O)c1[nH]cnc1C(=O)N[C@@H](CC(C)C)C(=O)OCc1ccccc1
→ -2%, -15%, 4, 1%, 0%, 41, -12, 10%, 2%
O=C(Oc1c(Cl)cc(Cl)c2cccnc12)c1cccc([N+](=O)[O-])c1
→ u, -31%, -29, 15µM*, 2%, 46, -94*, u, u
CNC[C@@H]1Oc2c(NC(=O)Nc3ccc(F)cc3)cccc2C(=O)N([C@H](C)CO)C[C@@H]1C
→ 9%, 15%, 12, 6%, -3%, -12, 11, -6%, 13%
CCn1c(SCCN2CCOCC2)nc2c1c(=O)n(C)c(=O)n2C
→ 19%, -5%, 0, 7%, 5%, 18, 0, 0%, 2%
Cc1cccc(CC2S/C(=N/c3cccc(C)n3)NC2=O)c1 (stereo not given)
→ -15%, -18%, -3, 19%, 10%, 67, -14, 2%, -8%
Cc1ccc(NS(=O)(=O)Cc2ccccc2)cc1Cl
→ -4%, 1%, -7, -1%, 8%, -86*, 5, u, -12%
Cc1ccc(C(OC(=O)c2ccco2)C(=O)NC(C)(C)C)cc1 (stereo not given)
→ -7%, 3%, 1, -15%, -5%, -8, -13, -27%, -3%
Cc1ccc(C(=O)N2CC(C)CC(C)C2)cc1S(=O)(=O)N1CCCCC1 (stereo not given)
→ 0%, 15%, 1, -14%, 3%, 38, 4, -1%, -3%
COc1cc(/C=C(\C#N)c2ccccn2)ccc1OCC(=O)Nc1ccc(Br)cc1
→ 10%, -7%, 0, 2%, -6%, 14, 6, 1%, 11%
COC(=O)C1(C)NCCc2c1[nH]c1ccccc21 (stereo not given)
→ 3%, -2%, -5, 11%, -1%, 3, 5, 15%, 0%
CCCCCC(=O)N1C[C@H](O)[C@@H](n2cc(COC(=O)c3ccccc3)nn2)C[C@@H]1c1ccccc1
→ 1%, -6%, -4, 6%, 5%, 17, -25, x, 8%
CCCn1nnnc1SCC(=O)Nc1sc(C)c(C)c1C#N
→ -8%, -13%, 4, 15%, 13%, 1, -2, -11%, 25%
CCOC(=O)N1CCC(N(CCN(C)C)C(=S)Nc2ccccc2Cl)CC1
→ 1%, 7%, 3, -3%, -2%, 15, 8, 0%, -5%
Cc1cc(C)cc(-n2c(C)cc(/C=N/NC(=O)CN(c3c(C)cccc3C)S(C)(=O)=O)c2C)c1
→ -14%, -19%, -4, u, 3%, -29, u, 15%, -23%
CC(NC(=O)COc1cccnc1[N+](=O)[O-])c1ccc(Cl)cc1 (stereo not given)
→ -20%, -7%, -5, u, 23%, 0, 1, -3%, -23%
O=C(NC(=S)Nc1ccc(S(=O)(=O)N2CCCCCC2)cc1)c1cccs1
→ -24%, -3%, 4, 4%, 14%, 20, -15, 0%, u
CS(=O)(=O)c1ccc2nc(NC(=O)C3C4C=CC(C4)C3C(=O)O)sc2c1 (stereo not given)
→ 5%, 12%, 4, 0%, -10%, 18, 7, -5%, 4%
O=C(Cc1ccc(Cl)cc1)NC(=S)Nc1ccccc1O
→ 3%, 11%, 4, -2%, -5%, 24, 16, 2%, 7%
CCCCn1c(=O)[nH]c(=O)c2c1nc(-c1ccc(-c3ccc(F)cc3)o1)n2C
→ 11%, -7%, 17, -1%, 12%, 32, -5, u, 5%
CCN(CC)C(=O)CN(Cc1ccccc1)S(=O)(=O)c1ccc(F)cc1
→ 22%, u, 0, 22%, -11%, -9, 0, 2%, u
Cc1noc(C)c1C(=O)N1CCC1(C)C(=O)NS(=O)(=O)c1cccs1 (stereo not given)
→ -1%, 2%, -2, 0%, -6%, 29, 0, x, 26%
COc1ccc(C(=O)C2CCCN(C(=O)c3noc4c3CCCC4)C2)cc1F (stereo not given)
→ 6%, -9%, 9, -1%, 10%, 5, 1, 1%[1.84 µM], 7%
Cc1ccccc1S(=O)(=O)N(C)C[C@H]1OCc2cnnn2CCCC(=O)N([C@H](C)CO)C[C@H]1C
→ -2%, -1%, -7, -7%, 1%, 14, 0, x, -5%
O=C(NCC1COc2ccccc2O1)c1ccc(-n2cncn2)c([N+](=O)[O-])c1 (stereo not given)
→ 9%, -19%, 2, 10%, -9%, -8, 24, -9%, 7%
COC(=O)C1C(C(C)C)N(c2ccccc2)OC1(C)O (stereo not given)
→ 3%[9.24 µM], -1%, 5, -8%, -2%, 6, -12, u, -25%
Cc1ccc(S(=O)(=O)N2CCCc3cc(NC(=O)c4c(F)cccc4F)ccc32)cc1
→ -7%, -3%&-9%, -11&-3, -15%&-27%, -4%, u, -27, -3%, -1%
Cc1ccnc(NS(=O)(=O)c2ccc(NC(=O)c3ccc(N4C(=O)CCC4=O)cc3)cc2)n1
→ 11%, -8%, -2, -3%, 1%, -4, -5, x, 0%
COc1cccc2cc(CC(=O)c3ccc(C)cc3C)c(=O)oc12
→ 10%, u, 6, 7%, 19%, u, 17, -6%, -1%
N#Cc1nc(COc2ccccc2Cl)oc1N1CCCC1
→ 10%, u, -1, -12%, 17%, -26, 7, -5%, 3%
CS(=O)(=O)N(CC(=O)N1CCCCCC1)Cc1ccc(Cl)cc1
→ 4%, 5.2µM*, -3, 2%, 7%, -3, -78*, -3%, 5%
CC1CCC(N(C(=O)c2csnn2)C(C(=O)NC(C)(C)C)c2cccnc2)CC1 (stereo not given)
→ 4%, -1%, 1, 0%, -1%, -5, 1, 6%, 9%
CCOC(=O)C1CCN(C(=O)COc2ccc(S(=O)(=O)NC(C)C)cc2)CC1
→ 13%, 11%, -3, 5%, -8%, 8, 11, -7%, 4%
Cc1c(C(=O)NCC2COc3ccccc3O2)oc2ccc(S(=O)(=O)N(C)C3CCCCC3)cc12 (stereo not given)
→ -1%, -12%, -24, -6%, -6%, -9, -23, 7%, -17%
COc1ccccc1Cn1nnc2c(=O)[nH]c(C3CCN(C(=O)c4ccc(C)cc4)CC3)nc21
→ -15%, 6%, -1, -23%, 24%, -4, -13, 3%, 0%
Cc1cc(C)cc(OCC(=O)NNC(=O)c2cc(C)[nH]n2)c1
→ -3%, 2%, -17, -1%, 3%, -2, u, -7%, 1%
O=S(=O)(Nc1cccc(-c2ccc3nncn3n2)c1)c1ccccc1F
→ 1%, 9%, -6, 10%, 22%, 5, -21, -2%, -1%
CC(C)N=C(N)N=C(N)Nc1ccc(Cl)cc1
→ u, -6%, -10, -8%, 4%, u, 11, -74%[inhibitor], u
CCC(C)(C)NC(=O)CN(C(=O)C(=O)Nc1ccc2c(c1)OCCO2)N1CCOCC1
→ -12%, 10%, -1, -4%, 7%, -27, 1, -18%, -2%
CCc1ccc(S(=O)(=O)c2cn(CC(=O)Nc3ccc(F)c(Cl)c3)c3ccccc3c2=O)cc1
→ x, 0%, 11, 0%, -2%, x, x, x, x
COC(=O)Cn1nnc2c(cnn2-c2ccccc2)c1=O
→ -12%, 4%, 4, 0%, 0%, 8, 9, -2%, 3%
COc1ccc(NC(=O)CSc2nnc(Cc3cccn3C)n2-c2ccc(C)cc2)cc1OC
→ 6%, u, 30*, 4%, 8%, -3, 106, -1%, 18%
O=C(CCN1CCOCC1)NCc1ccccc1
→ -3%, -4%, 9, -14%, -7%, 0, -13, 5%, -2%
Cc1ccc(SCCC(=O)Nc2ccc(Br)c(C)c2)cc1
→ -3%, u, 3, u, -9%, -108*, -6, -29%, -1%
Cc1nc2sc(C(=O)OCC(=O)N3c4ccccc4CC3C)c(C)c2c(=O)[nH]1 (stereo not given)
→ -14%, u, -4, -1%, 1%, 13, -3, -3%, -19%
Cc1onc(-c2ccccc2Cl)c1C(=O)OCC(=O)N1CCC(C)CC1
→ 0%, -9%, -4, 0%, 21%, -6, 10, -1%, -4%
O=C(Nc1ccc(NC(=O)C2CCCCC2)cn1)c1ccco1
→ -10%, 0%, 0, 4%, -13%, -6, -10, -1%, -1%
COc1ccc(CC(=O)NCc2nnc(SCC(=O)Nc3ccccc3)n2C)cc1
→ 2%, -5%, -3, 7%, -1%, 105, 6, -5%, 0%
Cc1cccn2c(=O)c3cc(C(=O)N4COCC4(C)C)n(C)c3nc12
→ 29%, u, 2, 11%, -1%, -1, 16, -3%, u
CCN(C1CCS(=O)(=O)C1)S(=O)(=O)c1ccc(OC)c(OC)c1 (stereo not given)
→ 1%, 1%, 3, -3%, -12%, 4, 13, -5%, 0%
Cc1ccccc1CN1CCN(C(=O)[C@H]2O[C@@H](n3cnc4c(N)ncnc43)[C@H](O)[C@@H]2O)CC1
→ 5%, 3%, -10, 0%, -6%, -24, 18, x, 9%
O=C(COC(=O)c1ccc(Cl)cc1[N+](=O)[O-])NC(=O)c1ccccc1
→ 9%, -4%, 10, 8%, 3%, 32, 1, -4%, 23%
CCOc1ccc(C(=O)NCC(=O)N2CCc3ccccc3C2)cc1OCC
→ 9%, -4%, -2, -2%, 4%, -11, 16, -1%, -3%
COc1ccc(/C=N/NC(=O)OC(C)(C)C)cc1OC
→ 1%, 11%, 5, 9%, 6%, 10, 12, 0%, 1%
CCOc1ccc(S(=O)(=O)NCCC(=O)N2CC(C)CC(C)C2)cc1 (stereo not given)
→ 1%, -22%, 1, 3%, 14%, 27, 3, u, 11%
CCOc1ccccc1CN1CCN(Cc2cccc3nonc23)CC1CCO (stereo not given)
→ -10%, -2%, -13, -3%, 15%, -10, -25, -6%, -3%
CCNS(=O)(=O)c1ccc2c(c1)n(C)c(=O)n2C
→ -3%, 24%, 20, -1%, -14%, -6, 9, -6%, 0%[9.24 µM]
CCS(=O)(=O)N1CCC(c2nc3ccccc3[nH]2)CC1
→ 13%, 30%, 2, 27%, -1%, -8, 5, -5%, -1%
